# TDP1 inh – TDP1 (human) enzyme inhibition | Q9NUW8 | recombinant TDP1, AlphaScreen DNA substrate cleavage | Potency, µM (doses to about 130 µM), for the others: at the highest dose activity change, negative = inhibition, usual class: inhibitors | 350,000 compounds, 0.28% hits | AID 485290; note: nearly all actives have a fitted effect of over 40% in size
# Target sequence (Q9NUW8 whole entry, looked up): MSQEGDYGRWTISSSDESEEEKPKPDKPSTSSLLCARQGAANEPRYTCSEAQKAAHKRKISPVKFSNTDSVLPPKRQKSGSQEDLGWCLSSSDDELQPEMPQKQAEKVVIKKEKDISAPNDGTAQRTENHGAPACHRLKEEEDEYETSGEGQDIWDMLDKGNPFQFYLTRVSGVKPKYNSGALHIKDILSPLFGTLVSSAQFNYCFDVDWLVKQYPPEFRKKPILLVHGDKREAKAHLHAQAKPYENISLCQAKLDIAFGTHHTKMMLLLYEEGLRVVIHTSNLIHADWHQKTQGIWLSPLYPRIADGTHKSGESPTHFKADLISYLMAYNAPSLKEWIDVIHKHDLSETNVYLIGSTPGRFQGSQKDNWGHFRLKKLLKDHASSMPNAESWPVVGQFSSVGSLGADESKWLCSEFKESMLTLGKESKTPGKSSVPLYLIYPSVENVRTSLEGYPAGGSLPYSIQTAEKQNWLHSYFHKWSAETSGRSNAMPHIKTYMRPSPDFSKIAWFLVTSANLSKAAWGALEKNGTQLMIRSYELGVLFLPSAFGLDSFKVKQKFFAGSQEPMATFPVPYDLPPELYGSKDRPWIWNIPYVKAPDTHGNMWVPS
#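 Compounds were preincubated with Tdp1 (1 nM final) for 15 min at room temperature before substrate (15 nM final) started a 5 min reaction; beads (10 ug/ml final) were then added for 10 min before AlphaScreen detection.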
# TDP1 cell noCPT – qHTS for Inhibitors of human tyrosyl-DNA phosphodiesterase 1 (TDP1): qHTS in cells in absence of CPT; DT40 Tdp1-/- hTDP1 cells, no CPT, ATP luminescence, 48 h; Potency, µM (highest dose often 46.2 µM), without a hit: at the top dose activity change, negative = growth inhibition, hits mostly inhibitors; 420,000 compounds, 15% hits; note: nearly all actives have a fitted effect of over 55% in size
#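 Chicken DT40 Tdp1-/- cells complemented with human TDP1, screened without camptothecin (DMSO vehicle only), 400 cells/well. Compounds pin-transferred, cells incubated at 37 °C for at least 48 hr. Growth read as ATP-dependent luminescence (CellTiter-Glo, 30 min at RT).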
# DT40 TDP1 CPT – DT40-hTDP1 cell growth loss with CPT. AID 686979. Potency, µM (titrated, usually from 46.2 µM), without a hit: at the highest dose activity change, negative = growth inhibition, most hits filed as inhibitors. 420,000 compounds, 12% hits. chicken DT40 Tdp1-/-;hTDP1 cells + 20 nM CPT, ATP luminescence, 48 h; note: nearly all actives have a fitted effect of over 55% in size
#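 Chicken DT40 Tdp1-/- cells stably complemented with human TDP1 were seeded at 400 cells/well in medium containing 20 nM camptothecin, exposed to pin-transferred compounds, and grown at 37 °C for at least 48 hr. Viability was read as ATP luminescence.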
# * hit, by the source's call; ? = inconclusive; · = not tested or not shown; [ ] = dose if it differs, or a comment. Calls come from the whole dose curve; as a rule, active = well fitted curve in the direction sought with a large enough effect; inconclusive = small, poorly fitted or top-dose-only effect, or another doubt; inactive = no such curve, though single readings can be large; an effect the other way counts as inactive or inconclusive. % is set by controls: 0 for no effect and ±100 for the full control effect; potency is the fitted concentration of half-maximal effect. Rows are unselected; any-hit rate near 18%.
SMILES,TDP1 inh,TDP1 cell noCPT,DT40 TDP1 CPT
Cn1c(=O)c2c(nc(SCC(=O)Nc3ccc(F)c(F)c3)n2Cc2ccccc2F)n(C)c1=O,-0.6%,?,?
CN(NC(=O)Nc1ccc(Cl)cc1)c1ncc(C(F)(F)F)cc1Cl,·,?,?
COCCCNC(=O)C1CCC(CNS(=O)(=O)c2ccc(Cl)cc2)CC1 (configuration not stated),-2.6%,-21.6%,-4.5%
O=c1[nH][nH]c(-c2ccccc2O)c1C(C[N+](=O)[O-])c1ccc(Cl)cc1Cl (configuration not stated),7.7%,?,?
COc1ccc(NS(=O)(=O)c2cccc(C(=O)N/N=C/c3cn(-c4ccccc4)nc3-c3ccc(OC)cc3)c2)cc1,·,-21.3%,?
COc1cc(NC(=O)c2noc3c2CCCC3)c(OC)cc1Cl,6.6%,-26.8%,?
COc1ccc(CN2CC(C(=O)NCCc3ccc(Cl)cc3)CC2=O)cc1 (configuration not stated),6.1%,6.4%,-17.7%
O=C(COC(=O)CCCOc1ccc(Cl)cc1Cl)NCc1ccccc1,0.0%,2.5%,-6.5%
Cc1cc(C(=O)COC(=O)c2ccc(O)cc2O)c(C)n1-c1ccccc1,8.8%,20.6µM*,20.6µM*
Cc1ccc(-n2nc(C)c(C(=O)O)c2-n2cccc2)cc1,·,-1.8%,-5.5%
Cc1cc(C)c[n+](CC(=O)c2cc3ccccc3oc2=O)c1,2.1%,4.6%,3.2%
CC(=O)c1cc(F)c(N2CCN(CCC#N)CC2)cc1C,-0.2%,-6.7%,-12.4%
CC1(CCc2ccccc2)NC(=O)N(CC(=O)Nc2ccc(OC(F)F)cc2)C1=O (configuration not stated),0.1%,0.4%,-9.6%
Cn1nc(C(=O)Nc2cccc(C(F)(F)F)c2)ccc1=O,5.2%,-11.1%,-14.9%
COc1cc(CNCCN2CCOCC2)ccc1OCc1ccccc1Cl,7.6%,18.4µM*,?
CC(NC(=O)/C(=C\c1ccco1)NC(=O)c1ccco1)C(=O)O (configuration not stated),0.1%,5.3%,11.5%
Nc1c(S(=O)(=O)O)cc(Nc2ccc(Nc3nc(Cl)nc(Nc4ccc(S(=O)(=O)O)cc4)n3)c(S(=O)(=O)O)c2)c2c1C(=O)c1ccccc1C2=O,16.2%[56.1 µM],?,?
Cc1ccc(-n2nc3ccc(NC(=O)c4oc5ccccc5c4C)cc3n2)cc1,4.0%[12.3 µM],2.2%,?
CN1C(=O)Cc2cc(S(=O)(=O)NCc3c(F)cccc3Cl)ccc21,14.6%,3.7%,?
O=C(/C=C/c1ccc2c(c1)OCO2)NCC1CCCO1 (configuration not stated),1.3%,-2.1%,6.2%
CCOc1ccc(N2CC(C(=O)NCCN3C(=O)S/C(=C\c4ccc(OC)c(OC)c4)C3=O)CC2=O)cc1 (configuration not stated),0.0%,-23.7%,-15.0%
Cc1ccccc1OC(C)C(=O)NCCC1=CCCCC1 (configuration not stated),-4.5%,?,?
Cn1ncc2c(=O)n(/N=C/c3ccccc3)cnc21,1.1%,-18.8%,-7.7%
CC(=O)CSc1ncnc2sc3c(c12)CCC(C)C3 (configuration not stated),-0.6%,-19.0%,-26.3%
CC(C)c1nnc(NC(=O)c2ccc(S(=O)(=O)N3CCOCC3)cc2)s1,-11.3%,15.6%,11.8%
COc1ccccc1C(=O)Nc1ccc(OCc2cc(=O)n3cccc(C)c3n2)cc1,5.4%,9.7%,-3.4%
CCc1cc(=O)n2[nH]c(C)c(-c3ccccc3OC)c2n1,5.4%,?,-15.2%
CC1Nc2ccccc2C(=O)N1NC(=O)c1ccc(Br)cc1 (configuration not stated),5.8%,3.4%,12.0%
CCOC(=O)C1(CCCc2ccccc2)CCN(C(=O)CCn2cnnn2)CC1,0.0%,?,-22.7%
O=C1NC(=O)C2C1C(c1ccccc1)N1C3C(=O)NC(=O)C3C(c3ccccc3)N21 (configuration not stated),1.8%,-0.6%,-6.6%
Cc1ccc(N2C(=O)c3cccc4c(N5CCN(C)CC5)ccc(c34)C2=O)c2cccnc12,2.3%,?,?
CC1(C)CC(=O)C(C=Nc2cccnc2)=C(O)C1,-1.0%,-14.2%,-13.2%
CCOC(=O)Cc1csc(N/N=C/c2ccc(C(F)(F)F)cc2)n1,3.0%,-6.8%,8.8%
CCc1nc2cccnc2n1-c1ccc(CC(=O)Nc2ccc(C)cc2)cc1,8.5%,?,?
COc1ccccc1/C=N/OCC(=O)NCc1ccc2c(c1)OCO2,2.7%,-2.2%,0.0%
CCOC(=O)C1CCCN(C(=O)C(C)(C)Oc2ccc(Cl)cc2)C1 (configuration not stated),3.0%,?,-9.4%
CC(=O)c1cccc(S(=O)(=O)NC2CC2)c1,-5.7%,-20.9%,4.1%
O=C(COc1ccc(Cl)cc1Br)N1CCN(c2ncccn2)CC1,5.0%,-17.8%,?
CC(=O)N(C1=C(Cl)C(=O)c2ccccc2C1=O)C1CCCCC1,·,0.517µM*,0.461µM*
C=CCn1c(SC)nccc1=O,·,22.6%,12.0%
Cc1nc(NC(=O)/C=C/c2ccccc2)sc1C(=O)N(C)C,0.6%,?,-5.7%
COc1ccc(S(=O)(=O)N2CCOC23CCN(C(=O)c2c(F)cccc2Cl)CC3)cc1,2.6%,-17.6%,-17.3%
COc1ccc(C(=O)N2CCC(C(=O)N3CCN(c4ccc(OC)cc4)CC3)CC2)cc1,-0.5%[0.0935 µM],?,?
CC(C)CC(CC(C)C)=NNC(=O)c1ccc(CSc2nncn2C)cc1,2.5%,3.0%,1.9%
O=C1CCC(C(=O)N2CCSCC2)CN1Cc1cccc(C(F)(F)F)c1 (configuration not stated),3.5%,0.7%,-6.2%
CCN1CCN(c2cc(C)c3cc(NC(=S)N4CC(C)CC(C)C4)ccc3n2)CC1 (configuration not stated),1.2%,?,?
COc1ccc(CN(CCC(C)C)S(=O)(=O)c2ccccc2Br)cc1,-10.2%[56.1 µM],?,?
CCCn1nc(NS(=O)(=O)c2ccccc2[N+](=O)[O-])c2cc3ccccc3nc21,8.1%,-7.4%,-9.2%
COc1ccc(N2CCN(C(=O)CCCn3c(=O)c4cccn4c4cccnc43)CC2)cc1,3.5%,?,?
COc1ccc(CN2CCCC(n3cc(C(=O)N4CCCCC4)nn3)C2)cc1OC (configuration not stated),·,-5.3%,1.0%[9.04 µM]
# (cont.)
SMILES,TDP1 inh,TDP1 cell noCPT,DT40 TDP1 CPT
CCOC(=O)C1=C(NC(=S)NC(=O)c2ccccc2)c2ccccc2CC1(C)CC (configuration not stated),6.7%,?,-93.1%
COc1ccc(Cn2c(CCC(=O)Nc3ccc(Br)c(C)c3)nc3cccnc32)cc1,3.5%,?,?
COCCn1c(SCC(=O)Nc2ccc(S(=O)(=O)N(C)C)cc2)nc2ccccc21,4.7%,-26.6%,-17.4%
Cc1cc(C)c2c(=O)cc(CSc3nnc(COc4ccccc4C)n3C)[nH]c2c1,2.7%,?,?
NC(=O)c1csc(-c2ccncc2)n1,3.2%,-20.3%,-3.6%
CC(=O)COc1cc2c(-c3cc4ccccc4o3)cc(=O)oc2cc1C,4.5%,-19.7%,-21.2%
COc1c(F)cccc1C1=CC(=O)C[C@H](c2ccc(F)cc2)C1,·,-6.4%,-28.1%
Cc1cc(C)cc(-n2ncc3c2CCCC3NC(=O)c2ccccc2N2CCOCC2)c1 (configuration not stated),3.7%,16.4µM*,?
O=C(O)C(C(O)c1ccc([N+](=O)[O-])cc1)[n+]1ccccc1 (configuration not stated),-2.1%,-5.5%,?
CCOc1ccc(/C=C/C(=O)c2c(O)c3ccccc3oc2=O)cc1,3.2%,-2.0%,-12.2%
CCC(c1nnnn1Cc1ccccc1)N1CCN(c2ccccc2)CC1 (configuration not stated),0.0%,?,-0.9%
CC1CN(C(=O)c2cccn(Cc3c(Cl)cccc3Cl)c2=O)CC(C)O1 (configuration not stated),8.1%,-18.3%,-9.1%
CC1CCCCN1C(=O)c1cnn2c(C(F)(F)F)cc(-c3ccco3)nc12 (configuration not stated),-1.9%,-18.6%,-19.3%
C[C@H](OC(=O)NCc1ccc(C(F)(F)F)cc1)[C@@H]1O[C@@]2(C)CCC[C@@H]1O2,-0.3%,?,?
O=C(Cn1cc(C(F)(F)F)cc(Cl)c1=O)NCc1ccc(Cl)cc1Cl,6.7%,7.9%,7.7%
c1cnc(Sc2ccc3nnnn3n2)nc1,7.5%,13.6%,1.1%
Brc1ccc(NCc2nnc3n2CCCCC3)cc1,-1.0%,-13.4%,0.7%
Cn1c(N)c(C(=O)COC(=O)COc2ccc(Br)cc2)c(=O)n(C)c1=O,0.6%[56.1 µM],-1.4%,10.1%
Cc1c(C)c2ccc(OCC(=O)NC(Cc3c[nH]c4ccc(O)cc34)C(=O)O)c(C)c2oc1=O (configuration not stated),·,5.4%,-0.1%
CC1Cc2ccccc2N1C(=O)CN1CCC(C(N)=O)CC1 (configuration not stated),3.8%,-14.0%,-2.9%
CCSc1nnc(NC(=O)CSc2nc3c(cc2C#N)CCCC3)s1,5.9%,-0.4%,-6.9%
CC(C)CCNC(=O)C(c1ccco1)N(CC1CCCO1)C(=O)Cn1nnc2ccccc21 (configuration not stated),-2.5%,?,0.2%
Cc1cc(N2CCN(c3ccccc3)CC2)nc(-c2ccccc2)n1,4.4%,10.3µM*,23.1µM*
COc1cccc(NC(=O)N2CCCC2C(=O)NCC(C)C)c1 (configuration not stated),0.0%,0.9%,-7.4%
Cc1ccc(Cn2c(SCC(=O)NCc3ccccc3)nc3ccsc3c2=O)cc1,2.5%,?,?
O=C(Cn1c(=O)oc2ccccc21)Nc1cccc(Cl)c1,·,?,?
CSc1nsc(SCC(=O)Nc2ccc(OC(C)=O)cc2)n1,3.1%,?,?
C=CCc1c(C)[nH]c(=O)[nH]c1=O,-3.6%,6.3%,10.1%
Cc1ccc(S(=O)(=O)N(C)CC(=O)Nc2ccccc2)cc1,0.5%,-20.8%,-13.4%
CCOC(=O)c1sc2ncn(CC(=O)Nc3cccc(C)c3)c(=O)c2c1C,2.9%,-29.0%,-19.8%
CCn1cc(/C=C(\NC(=O)c2ccc(OC)c(OC)c2)C(=O)NCCCN2CCOCC2)c2ccccc21,·,-11.7%,3.5%
C[C@]12C=CC(=O)C=C1CCC1C3CC[C@](O)(C(=O)CO)[C@@]3(C)CC3OC312 (some centres not stated),5.3%,-23.0%,-5.8%
CCCc1cc(C(=O)Nc2cc(Cl)ccc2O)no1,10.0%,-24.4%,10.8%
Cn1c(=O)c2c(nc(CN3CCC(C(N)=O)CC3)n2CCCc2ccccc2)n(C)c1=O,0.5%,?,-27.4%
C[C@H]1CN=C(N(C)C)N1CCCCc1ccccc1,-3.3%,14.6µM*,?
CC(C)[C@H](NC(=O)c1nn(Cc2ccccc2)c(=O)c2ccccc12)C(=O)O,3.7%[0.0935 µM],-4.1%,12.3%
Cc1ccccc1C(=O)N1CCN(c2ccc(NC(=O)c3cccs3)cc2)CC1,6.1%[56.1 µM],16.4µM*,18.4µM*
C/C(=N\NC(=O)c1c(C)nc2ccccn12)c1ccco1,1.6%,3.7%,11.0%
O=C(c1cnc(-c2ccc(Cl)cc2)s1)c1ccc(Cl)cc1Cl,1.0%,-28.3%,-3.6%
Cc1ccc2oc(-c3cccc(NC(=O)c4ccccn4)c3)nc2c1,·,?,?
COC(=O)CSc1nnc(-c2ccc3c(c2)OCO3)n1C,1.0%,-0.6%,-7.7%
COc1ccc(NC(=O)COc2ccc3c(c2)CCC3)cc1,1.2%,18.0%,-22.2%
CCOC(=O)N1CCN(C(=O)C2CCN(S(=O)(=O)c3cc(OC)ccc3OC)CC2)CC1,5.5%,-16.2%,?
COc1cccc(/C=C(/C#N)c2nc3ccccc3[nH]2)c1OC(C)C(=O)O (configuration not stated),·,-2.2%,-0.4%
COc1ccc(C(=O)n2nc(-c3ccccc3)nc2N)cc1OC,4.4%,-9.1%,-2.8%

# Looked up above.
# `CCOC(=O)c1sc2ncn(CC(=O)Nc3cccc(C)c3)c(=O)c2c1C` in TDP1 cell noCPT reads -29.0%
# `COc1ccccc1/C=N/OCC(=O)NCc1ccc2c(c1)OCO2` in DT40 TDP1 CPT reads 0.0%

# A different layout for some results above.
SMILES | TDP1 inh | TDP1 cell noCPT | DT40 TDP1 CPT
COc1ccc(Cn2c(CCC(=O)Nc3ccc(Br)c(C)c3)nc3cccnc32)cc1 | 3.5% | ? | ?
COc1c(F)cccc1C1=CC(=O)C[C@H](c2ccc(F)cc2)C1 | · | -6.4% | -28.1%
COc1cccc(NC(=O)N2CCCC2C(=O)NCC(C)C)c1 (configuration not stated) | 0.0% | 0.9% | -7.4%

# High-throughput results deposited in PubChem BioAssay by National Center for Advancing Translational Sciences (NCATS).
